HSP90 refold inh = HSP90 refolding inhibition in rabbit reticulocyte lysate; luciferase refolding luminescence, 3 h; AID 1789; inhibition, % at 5.6 µM; hit rate 0.91% among 290,000;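 active = inhibition above the screen-wide mean plus 3 SD, computed separately per campaign, cut at about 16% in these data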;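 also: 0% = DMSO wells and 100% = 60 µM geldanamycin wells; inhibitors lower the luminescence because luciferase stays unfolded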
Platelet DG rel = platelet dense granule release activity. human platelet-rich plasma, SFLLRN dense granule ATP release, luminescence. inhibition, %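 (compounds screened at 7.5 µM in platelet-rich plasma)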. hit rate 0.22% among 300,000. AID 1663;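 active = mean replicate score, as percent of positive control, at or above 50; inconclusive = mean below 50 but at least one replicate at or above 50; inactive = mean and every replicate below 50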
GSK3beta inhib = blocks human GSK3beta kinase activity; P49841; GST-GSK3beta kinase, ADP-Glo luminescence, 60 min; stronger effect = lower value; activity score (negative = inhibition), % at 10 µM; hit rate 0.038% among 300,000; AID 2097;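 active = more than half of replicate wells score below -50%, meaning over 50% inhibition versus plate controls; inconclusive = some replicates but at most half score below -50%; inactive = no replicate scores below -50%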;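 also: 0% = median DMSO wells and -100% = median GW8510 positive control wells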
Target sequence (P49841 whole entry, looked up): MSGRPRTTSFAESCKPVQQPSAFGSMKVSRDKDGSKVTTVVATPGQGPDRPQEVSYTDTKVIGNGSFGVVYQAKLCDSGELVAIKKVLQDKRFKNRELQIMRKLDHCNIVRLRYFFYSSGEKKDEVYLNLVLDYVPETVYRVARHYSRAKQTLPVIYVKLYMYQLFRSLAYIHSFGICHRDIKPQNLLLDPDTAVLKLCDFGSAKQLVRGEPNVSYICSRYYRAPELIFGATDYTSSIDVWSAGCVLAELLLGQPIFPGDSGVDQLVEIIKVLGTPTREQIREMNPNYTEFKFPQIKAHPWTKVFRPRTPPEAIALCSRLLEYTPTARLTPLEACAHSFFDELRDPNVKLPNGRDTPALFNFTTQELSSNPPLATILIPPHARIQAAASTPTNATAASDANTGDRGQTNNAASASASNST
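Assay system: GST-tagged human GSK3beta kinase, cell-free; Input: 1.6 ng GSK3beta; Medium: Tris/MgCl2 kinase buffer; Timing: 60 min enzyme reaction, room temperature; Signal: ADP-Glo luminescence quantifying ADP generated by kinase; Evaluation: score relative to plate controls; Benchmarks: DMSO neutral wells and GW8510 at 20 µM as positive.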
HSF1 activator = increases HSF-1 driven luciferase reporter signal; NIH3T3-HGL HSF-1 luciferase reporter, MG132, 8 h; 100% = twice DMSO control signal; activation, % at 9 µM; hit rate 1.7% among 300,000;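 active = mean replicate activation of at least 50% with a set share of replicates each reaching 50%; inconclusive = only one of those two conditions met; inactive = mean below 50% and too few replicates reaching it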;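 also: 0% = median of the neutral control wells and 100% = twice that signal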
KLF5 inhibitor = inhibitors of KLF5 expression; DLD-1 KLF5 promoter-luciferase reporter, luminescence; inhibition, % at 5 µM; hit rate 0.23% among 290,000; AID 1700;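 active = inhibition above a per-plate limit of that plate's mean compound inhibition plus 3 SD, cut at about 60% in these data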;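 also: 0% = DMSO wells and 100% = LY294002 at 200 µM; higher means less KLF5 promoter-driven luciferase light; inactives centre near -14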
GSK3 alpha inh = blocks human GSK-3 alpha kinase | P49840 | ADP-Glo luminescence, 60 min | inhibition, % at 10 µM | hit rate 0.1% among 320,000;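 in the data active = inhibition above about 50%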;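 also: GST-tagged GSK-3 alpha with peptide substrate and 25 µM ATP; 0% = DMSO neutral wells and 100% = GW8510 positive control wells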
Target sequence (P49840 whole entry, looked up): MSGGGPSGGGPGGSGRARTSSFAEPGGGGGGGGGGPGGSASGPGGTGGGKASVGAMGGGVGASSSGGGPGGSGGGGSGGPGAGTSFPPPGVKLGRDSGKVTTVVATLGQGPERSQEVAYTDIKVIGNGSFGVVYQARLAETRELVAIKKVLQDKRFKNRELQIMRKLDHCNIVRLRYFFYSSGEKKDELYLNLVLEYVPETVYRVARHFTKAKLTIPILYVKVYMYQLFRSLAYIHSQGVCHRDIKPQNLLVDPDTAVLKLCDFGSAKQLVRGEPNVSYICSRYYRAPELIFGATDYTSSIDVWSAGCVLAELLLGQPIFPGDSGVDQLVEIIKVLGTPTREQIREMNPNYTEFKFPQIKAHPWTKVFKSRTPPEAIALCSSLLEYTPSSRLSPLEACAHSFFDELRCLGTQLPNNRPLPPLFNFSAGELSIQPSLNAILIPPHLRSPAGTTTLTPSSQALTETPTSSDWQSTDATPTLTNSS
IEC-6 cytotox = counter-screen for KLF5 inhibitors: cytotoxicity in IEC-6 cells. IEC-6 cytotoxicity, luminescence viability. inhibition, % at 5 µM. hit rate 0.78% among 290,000; in the data active = inhibition above about 22%;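 also: 0% = plate median of test compound wells and 100% = cytotoxic reference compound wells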
aSyn 5UTR inh = MLPCN primary screen, SNCA 5' untranslated region; alpha-synuclein 5'UTR reporter, inhibitor activity; inhibition, % (tested at 7.5 µM); hit rate 0.82% among 300,000; AID 1813; in the data active = inhibition above about 60%; inconclusive = no clear call, values can overlap the other calls;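 also: H4 neuroglioblastoma cells stably carrying SNCA 5'UTR luciferase fusion; 0% = DMSO wells and 100% = positive control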
HSF1 inh = HSF1 inhibition; activity change, negative = inhibition, % at 7.5 µM (by protocol); hit rate 0.77% among 300,000; AID 2098; NIH3T3-HGL HSE-luciferase, MG132-induced, luminescence 8 h; stronger effect = lower value;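 active = more than half of replicate wells show activity change below -50%, luminescence cut by over half; inconclusive = some wells, but at most half, below -50%; inactive = no replicate well below -50%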;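 also: luciferase reports HSF-1 transcriptional activity via heat shock element; 0% = median of DMSO wells and -100% = zero luminescence signal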
DYRK1A inh = Dyrk1A (rat) kinase inhibition; Q63470; AID 504441; hit rate 0.43% among 310,000; inhibition, % at 12.5 µM; ADP-Glo luminescence, NFATc1 peptide; in the data active = inhibition above about 50%;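 also: plate controls were vehicle with enzyme for no effect and no enzyme for full effect; many of its hits are not listed in these tables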
Numbers without * were called inactive; ? = inconclusive; / = no result given; & = joins results of further samples.

SMILES	HSP90 refold inh	Platelet DG rel	GSK3beta inhib	HSF1 activator	KLF5 inhibitor	GSK3 alpha inh	IEC-6 cytotox	aSyn 5UTR inh	HSF1 inh	DYRK1A inh
COc1ccc(OC)c(/C=N/NC(=O)C(=O)N/N=C/c2cc(OC)ccc2OC)c1	1	10	-2	-4	-26	-3	-2	14	5	/
CCCC1=NN(c2ccc([N+](=O)[O-])cc2)C(=O)/C1=C/N(C)C	0	9	0	-11	-73	-2	-5	-60	5	-2
COc1cc(/C=C(\C#N)C(=O)NC2CCCCC2)ccc1OCc1ccc(C(=O)O)cc1	0	-1	2	26	-31	-3	-6	-17	24	-1
CCOC(=O)c1nn(-c2ccc(C)c(C)c2)c(=O)c2c(N)scc12	-2	3	1	-2	-8	0	1	?	0	7
COc1cccc(CNC(=O)CCC2CCCN(C(=O)C3=CC(=O)CC(C)(C)O3)C2)c1 (stereo unspecified)	1	6	3	9	-15	1	-4	24	2	-2
CCOC(=O)N1CCC(NC(=O)c2cc(S(=O)(=O)N3CCc4ccccc43)cn2C)CC1	-1	1	0	6	0	0	0	23	-4	4
CN(C)S(=O)(=O)c1cccc(NC(=O)COC(=O)c2c[nH]c(=O)[nH]c2=O)c1	2	-11	-4	4	-4	2	-4	7	-3	/
CC(=O)c1cccc(NS(=O)(=O)N2CCOCC2)c1	-5	-4	-1	18	-36	1	3	3	0	-6
CCOC(=O)c1cnc(-n2nc(C)cc2C)nc1Oc1ccc(C#N)cc1	-1	-24	-3	1	-17	-2	-5	6	0	-6
O=C1CN(C(=O)c2ccc(Cl)c(S(=O)(=O)N3CCc4ccccc43)c2)c2ccccc2N1	-3	-4	0	21	-14	0	0	43	7	6
CCOC(=O)C1=C(CN2CCN(C(=O)OCC)CC2)NC(=O)NC1c1ccc2c(c1)OCO2 (stereo unspecified)	-1	4	-2	-2	1	-2	0	-15	-2	1
CCOC(=O)c1cn[nH]c1N	3	4	-7	0	-11	0	0	-13	-4	-1
CC(C)NC(=O)c1ccccc1NC(=O)Cc1ccc([N+](=O)[O-])cc1	0	30	-24	-14	-12	-1	0	2	5	7
O=C(NC(Cc1ccccc1)C(=O)O)/C(=C/c1ccc([N+](=O)[O-])cc1)NC(=O)c1ccco1 (stereo unspecified)	1	-7	-3	6	-17	0	-3	10	3	-7
CN(C(=O)CCCN1C(=O)c2cccc3cccc(c23)C1=O)c1ccccc1	1	5	1	9	13	0	-2	2	0	6
CCC(=O)CCC(=O)c1ccc2ccccc2c1	-1	-15	2	-70	-46	-3	1	-92	-58*	2
COC(=O)c1ccccc1NC(=O)c1ccc(-c2ccccc2F)o1	0	-2	4	-2	-14	-1	6	-129	-4	3
Cc1ccnc(SCC(N)=O)n1	6	-12	1	10	-10	0	9	-2	-2	5
COc1ccc2ccccc2c1CN1CCN(C(=O)c2ccccc2)CC1	9	/	0	/	19	-3	7	/	/	11
CSc1nnc(Cn2c(=O)sc3ccccc32)n1CCc1ccccc1	0	0	0	-34	-6	-4	-4	14	-25	21
Cc1ccc(CN2CCN(/N=C\c3cccc([N+](=O)[O-])c3)CC2)cc1	-5	2	2	8	-18	-2	-5	15	5	-7
CC1CCC/C(=N/Nc2nc3ccccc3s2)C1 (stereo unspecified)	47*	6	2	-29	-176	2	3	-134	-22	30
NCCCS(=O)(=O)O	-3	13	-4	-9	-15	-3&-2	3	4	0	-10&-3
Cc1[nH]n(-c2cccc3ccccc23)c(=O)c1C=Nc1ccc2[nH]c(=O)[nH]c2c1	-3	11	1	14	-28	0	3	-17	3	3
Cc1cc(C)cc(NC2=NC3(CCCCC3)N=C(N)N2)c1	-3	1	2	-4	5	1	13	-54	-6	-1
COCCn1c(N)c(N(Cc2ccccc2)C(=O)C2CCCC2)c(=O)[nH]c1=O	0	-3	1	23	-22	3	2	34	4	/
O=C(NCCOCCOCCNC(=O)c1ccccc1)c1ccccc1	-1	0	-2	4	-2	1	0	17	3	-1
COc1cc(OC)c(C2=NOC(C(=O)Nc3cc(C)nn3-c3ccccc3)C2)cc1Cl (stereo unspecified)	-1	-1	5	1	1	2	0	14	-7	0
CC1CCN(CC(=O)Nc2nn(-c3ccccc3)nc2C(N)=O)CC1	4	-4	-4	-1	-5	-1	0	8	2	-4
COCc1cc(=O)n2[nH]c(C)nc2n1	4	7	0	15	-36	0	-6	8	-3	1
Cc1c(NC(=O)CN2C(=O)NC(C)(c3ccc(Cl)cc3)C2=O)c(=O)n(-c2ccccc2)n1C (stereo unspecified)	/	1	4	-21	/	2	/	1	-1	-3
Cc1nn(-c2ccccc2)c(Cl)c1/C=N/Nc1nnc(C)c(=O)[nH]1	-2	0	2	20	-9	-3	-1	-62	4	-3
CCN(CC)CCN1C(=O)c2ccccc2NC1c1ccc(Br)cc1 (stereo unspecified)	-4	-6	2	16	-11	-4	-7	-10	0	4
C/C(NC(=O)c1cccc(F)c1)=C1/C(=O)C[C@@H]2[C@H]1C2(C)C	4	-83	1	40	-37	-1	0	-183	38	-3
COc1cc(CCC(=O)OCC(=O)Nc2ccc(C)cc2Br)cc(OC)c1OC	-2	4	2	-3	-11	-2	-2	-8	4	-6
COc1cc(S(=O)(=O)N2CCN(C)CC2)ccc1Cl	1	-6	-4	-21	-1	-4	-1	10	-6	-9
O=C(CC(c1ccccc1)c1ccco1)N1CCCCC1 (stereo unspecified)	-3	-4	0	-7	-13	-3	2	12	-16	-3
COc1ccc(N2CCN(S(=O)(=O)CCNC(=O)Cc3ccc([N+](=O)[O-])cc3)CC2)cc1	-2	-34	1	-4	-28	2	0	65*	4	-5
O=C(CSc1nc2ccccc2[nH]1)Nc1cccc(S(=O)(=O)N2CCOCC2)c1	1	-1	-1	2	-4	-1	2	18	0	9
O=C(NNc1ccnc2cc(Cl)ccc12)C1CCCCC1	-2	-1	3	8	-22	-2	10	-1	-5	-5
NC(=O)c1cccc(CC(=O)c2ccccc2)c1	2	23	0	9	-12	0	-1	-2	-2	-5
NC(=O)c1ccc(NC(=O)c2cccc(Oc3ccccc3)c2)cc1	2	13	-2	16	-13	-3	0	-35	-6	2
O=C(CSc1ccc(-c2ccc(F)cc2)nn1)Nc1ccc2c(c1)OCCO2	-3	4	2	6	-13	-2	-8	-16	2	1
O=C(Nc1ccccn1)C1CCN(c2ncnc3c2nc2n3CCCCC2)CC1	0	7	-6	-14	8	6	10	6	-7	2
CCCCc1cc(=O)oc2cc(C)cc(OCC(=O)NCc3cccnc3)c12	0	-4	4	6	-9	2	-1	-4	11	0

Reformatted: results already given.
| mol | HSP90 refold inh | Platelet DG rel | GSK3beta inhib | HSF1 activator | KLF5 inhibitor | GSK3 alpha inh | IEC-6 cytotox | aSyn 5UTR inh | HSF1 inh | DYRK1A inh |
| --- | --- | --- | --- | --- | --- | --- | --- | --- | --- | --- |
| C/C(NC(=O)c1cccc(F)c1)=C1/C(=O)C[C@@H]2[C@H]1C2(C)C | 4 | -83 | 1 | 40 | -37 | -1 | 0 | -183 | 38 | -3 |
| COc1cc(CCC(=O)OCC(=O)Nc2ccc(C)cc2Br)cc(OC)c1OC | -2 | 4 | 2 | -3 | -11 | -2 | -2 | -8 | 4 | -6 |

Further structures follow.
SMILES	HSP90 refold inh	Platelet DG rel	GSK3beta inhib	HSF1 activator	KLF5 inhibitor	GSK3 alpha inh	IEC-6 cytotox	aSyn 5UTR inh	HSF1 inh	DYRK1A inh
CCOC(=O)C1(CCOC)CCN(Cc2ccc(C3CCCCO3)s2)CC1 (stereo unspecified)	0	3	0	5	-45	-3	0	5	-4	-2
COC(=O)C1(C(F)(F)F)N=C(N(C)C)OC(N(C)C)=N1	0	5	0	-8	-3	0	1	-8	1	-2
Cc1cc(C)cc(NC(=O)COc2coc(CN3CCc4ccccc43)cc2=O)c1	/	-2	0	-4	/	2	/	11	-3	1
CCOC(=O)CNC(=O)C1CCC(CNS(=O)(=O)c2cccc3nsnc23)CC1 (stereo unspecified)	4	3	2	-9	-7	/	4	-11	-4	0
CCOC(=O)Cc1csc(NC(=O)COc2ccc(N(C)S(=O)(=O)c3ccc(C)cc3)cc2)n1	5	-1	-1	-4	-6	-1	6	-10	-8	-2
O=C(CSc1cccc[n+]1[O-])c1ccc(-c2ccccc2)cc1	-3	-3	4	35	-79	-9	1	-146	9	/
COc1ccccc1CNC(=O)CCS(=O)(=O)c1ccc2c(c1)CC(C)N2C(=O)C1CC1 (stereo unspecified)	1	-2	1	16	-21	-1	4	18	3	2
CCOc1cc(/C=N/NC(=O)Cc2ccc(C(F)(F)F)cc2[N+](=O)[O-])ccc1O	-4	3	5	0	-41	-3	7	11	-1	0
Cc1cc(C)cc(N(C(C)C(=O)NCc2ccc3c(c2)OCO3)S(C)(=O)=O)c1 (stereo unspecified)	1	1	-2	14	-17	0	4	14	2	-4
COc1cccc(C(=O)/C=C2\Sc3ccccc3N2C)c1	0	8	0	28	-92	1	3	-131	17	24
COC(=O)c1ccc(NC(=O)c2cc3c(CO)cnc(C)c3oc2=Nc2cccc(C(N)=O)c2)cc1	1	5	1	26	-10	-2	1	4	0	6
O=C(Cn1cnc2ccccc2c1=O)Nc1ccc2c(c1)OCO2	0	13	-1	13	-61	-1	4	-120	-1	0
CCCN(C(=O)CN1C(=O)NC2(CCCCCC2)C1=O)C1CCS(=O)(=O)C1 (stereo unspecified)	0	-2	-3	-8	-13	0	4	8	1	-2
COC(=O)c1cc2c(C)nn(-c3ccccc3)c2s1	3	6	-1	1	-22	1	3	2	1	9
O=C(Nc1ccc(CN2CCOCC2)cc1)c1ccc(-c2cc(Cl)ccc2Cl)o1	5	4	1	-1	-35	1	5	-2	-7	12
COC(=O)c1ccc2nc(-c3ccc(S(C)(=O)=O)cc3)cn2c1	1	22	2	8	-55	6	3	-56	7	7
COc1ccc(NC(=S)N2CCC(NC(=O)c3ccccc3C)CC2)cc1	-2	-9	-4	-3	5	0	-4	3	-12	-4
Cc1cc(OCC(=O)NNC(=S)NC(=O)c2ccc(Br)o2)ccc1Cl	3	/	2	/	-19	/	0	/	/	0
Cn1c(-c2sc(=S)n(-c3ccccc3)c2N)nc2ccccc21	-2	-2	0	25	-17	0	-1	-19	15	-2
O=C(Nc1cccc(C(=O)N2CCOCC2)c1)c1ccccc1	-1	0	-1	-12	-8	-1	-6	10	-1	5
COC(=O)Cc1ccc(NC(=S)N2CCCC(C)C2)cc1 (stereo unspecified)	0	0	4	-20	-23	1	-8	-19	1	-3
COc1ccc(CCNc2nnc(Sc3nnnn3-c3ccccc3)s2)cc1OC	-2	-5	0	12	65*	0	93*	120*	0	5
COc1ccc(CCNC(=S)NCc2cccs2)cc1OC	0	2	5	11	-7	-3	-5	4	3	-5
CC(=O)OCC1OC(n2ncc(=O)n(Cc3ccccc3)c2=O)C(OC(C)=O)C1OC(C)=O (stereo unspecified)	1	0	2	3	9	1	-1	13	7	6
Cc1c(Cl)ccc2c(C(=O)Nc3cc(C(C)(C)C)on3)cc(-c3ccccn3)nc12	-2	-5	1	-4	-22	-1	3	-8	-7	-5

Bioassay records as filed in PubChem.

The list is partial; rates above refer to the full screens.
